VCAM1 TNFa inh: reduces TNF alpha induced VCAM1 expression in HUVEC; HUVEC TNFa-induced VCAM-1 immunofluorescence, high-content imaging; inhibition, % at 2 µM; 95,000 tested, 0.48% active; AID 802;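 active means inhibition above the batch mean plus 3 SD, with images confirmed as a hit by eye, cut at about 37% in these data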;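 further: 0% = TNF-stimulated DMSO wells and 100% = unstimulated control wells; not every result past the cut was called active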
Ecoli WT expand: blocks growth of wild type E. coli BW25113 | OD600 absorbance | growth inhibition, % at 100 µM | 98,000 tested, 0.15% active | AID 710;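 active means growth inhibition above about 50% at one test dose, limit read from the data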;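 further: growth measured after 20 h incubation at 37 °C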
sEH inhibitor: inhibitors of human soluble epoxide hydrolase | P34913 | recombinant human sEH enzymatic activity assay | inhibition, % at 2 µM | 91,000 tested, 0.34% active | AID 707; in the data active means inhibition above about 80%; further: values of inactives mirror those of a sister screen read the other way; many of its hits are not listed in these tables
Target sequence (P34913 whole entry, looked up): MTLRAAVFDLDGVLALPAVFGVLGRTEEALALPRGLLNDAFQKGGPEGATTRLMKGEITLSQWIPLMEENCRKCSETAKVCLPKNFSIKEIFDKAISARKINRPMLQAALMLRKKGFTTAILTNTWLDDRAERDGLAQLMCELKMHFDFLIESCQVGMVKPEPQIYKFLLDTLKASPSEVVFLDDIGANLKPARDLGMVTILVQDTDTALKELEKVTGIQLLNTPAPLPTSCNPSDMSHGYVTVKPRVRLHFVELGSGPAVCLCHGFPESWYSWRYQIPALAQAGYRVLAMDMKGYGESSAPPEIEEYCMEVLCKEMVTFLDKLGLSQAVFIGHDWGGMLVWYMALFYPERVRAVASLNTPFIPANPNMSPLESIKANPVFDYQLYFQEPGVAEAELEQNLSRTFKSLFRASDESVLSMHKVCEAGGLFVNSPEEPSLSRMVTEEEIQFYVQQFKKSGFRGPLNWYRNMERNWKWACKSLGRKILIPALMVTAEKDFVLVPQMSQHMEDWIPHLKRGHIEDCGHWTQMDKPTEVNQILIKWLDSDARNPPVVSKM
TNFa cytotox: toxic to HUVEC cells under TNF alpha stimulation; HUVEC TNFalpha-stimulated, Hoechst cell count, imaging; cell count reduction, % at 2 µM; 93,000 tested, 0.17% active;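 active means cell count reduction exceeding the screen mean by over 5 SD, scaled to untreated wells per plate, cut at about 78% in these data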;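 further: cells counted after 24 h of TNF alpha exposure following the 1 h pretreatment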
cytoskel mod: modifiers of cytoskeleton assembly. HUVEC TNFa F-actin phalloidin imaging, high content. inhibition, % at 2 µM. 91,000 tested, 0.18% active. AID 836;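 active means inhibition above the batch mean plus 3 SD and confirmed as a hit by visual image inspection, cut at about 30% in these data, passing the limit was not always enough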; further: strong numbers were not always called active
PLK1 kinase inh: inhibitors of human PLK1 kinase; P53350; recombinant PLK1 kinase, TR-FRET peptide phosphorylation; inhibition, % at 10 µM; 97,000 tested, 0.53% active; AID 619;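 active means inhibition of 50% or more in the single-concentration screen; inactive means inhibition below 50%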;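 further: 0% = DMSO max control and 100% = H-89 dihydrochloride min control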
IL1B cytotox: toxic to HUVEC cells under IL-1B stimulation; HUVEC cell count loss, Hoechst imaging, IL-1B stimulated; cell count reduction, % at 2 µM; 94,000 tested, 0.41% active; AID 845;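 active means cell count reduction more than 3 SD above the screen-wide mean, cut at about 70% in these data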;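 further: normalized per plate to untreated control cells as the no-loss baseline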
Plk1 PBD FP: inhibitors of human Plk1 polo box domain binding. Plk1 PBD phosphopeptide binding, fluorescence polarization. inhibition, %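 (tested at about 20 µM)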. 97,000 tested, 0.13% active. AID 693; in the data active means inhibition above about 34%, passing the limit was not always enough
hDAT+cocaine: changed human dopamine transporter uptake under cocaine IC80. B-score at 10 µM. Q01959. LLC-PK1 hDAT cells, [14C]-dopamine uptake with cocaine IC80; actives deviate in either direction. 110,000 tested, 1.3% active. AID 449768;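 active means Z score or B-score, a plate-position-corrected score, falls beyond the plate's 99.7% confidence bounds, in either direction; inactive means both scores lie inside the 99.7% bounds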;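 further: scored against the spread of the other compound wells on the same plate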
* marks the source's active call; other numbers are inactive results; . = not tested or not shown. Hits appear at their usual frequency. About 3.4% of those tested had a hit in this group.

(1) CCc1nc(SCC(=O)N2CCOCC2)c2c(=O)n(C)c(=O)n(C)c2n1
(2) COc1ccc(-n2c(SCC(=O)N3CCCCC3)nc(O)cc2=O)cc1
(3) COc1cc2c(cc1OC)C(C(=O)Nc1ccc3c(c1)OCCO3)C(c1cccnc1)N(C)C2=O (stereo unspecified)
(4) O=S(=O)(c1ccc(N2CCOCC2)cc1)N1CCOCC1
(5) CCn1c(CSc2nc(C)cc(C)n2)nnc1SCC(=O)N1CCCc2ccccc21
(6) Cc1nc(NC2=NCN(CC3CCCO3)CN2)nc2ccccc12 (stereo unspecified)
(7) Cc1ccc2cc(CN(Cc3cccs3)Cc3nnnn3CC3CCCO3)c(=O)[nH]c2c1 (stereo unspecified)
(8) CCCCOc1ccc(S(=O)(=O)Nc2ccc(NC(C)=O)cc2)cc1

entry no. | 1 | 2 | 3 | 4 | 5 | 6 | 7 | 8
VCAM1 TNFa inh | 17 | 1 | -28 | . | 2 | 21 | 30 | 15
Ecoli WT expand | 1 | 2 | -4 | 0 | 2 | . | 12 | .
sEH inhibitor | . | 0 | 4 | 3 | 4 | 4 | 4 | 1
TNFa cytotox | 1 | -19 | -67 | . | -10 | -18 | -4 | -9
cytoskel mod | 3 | 57 | 12 | . | -29 | -2 | -12 | 0
PLK1 kinase inh | -5 | 18 | 2 | -2 | -8 | -6 | -11 | -16
IL1B cytotox | 12 | 4 | -53 | -36 | -4 | -6 | -7 | -33
Plk1 PBD FP | 9 | -15 | 19 | -9 | -18 | 1 | 18 | -18
hDAT+cocaine | 0.41 | -0.036 | . | -1.2 | -0.39 | . | 2.3 | -0.12

(9) CCC12CN3CC(CC)(CN(C1)C3c1c(O)ccc3ccccc13)C2=O (stereo unspecified)
(10) CCC1Oc2ccc(C)cc2N(CC(=O)NCC2COc3ccccc3O2)C1=O (stereo unspecified)
(11) Cc1cccc(OCCCSc2nc3ccccc3[nH]2)c1
(12) Cc1cc(C(=O)CN2C(=O)NC(C)(c3cccc(Br)c3)C2=O)c(C)n1Cc1ccco1 (stereo unspecified)
(13) CCC(NC(=O)Nc1ncccc1C)(C(F)(F)F)C(F)(F)F
(14) O=C(NC1C2CC3CC(C2)CC1C3)C1CC1 (stereo unspecified)
(15) COC(=O)CSc1nc2c(c(-c3ccc(C)o3)c1C#N)CCCC2
(16) Cc1nnc(Nc2ccc(Cl)cc2)n(N)c1=O

entry no. | 9 | 10 | 11 | 12 | 13 | 14 | 15 | 16
VCAM1 TNFa inh | 5 | 20 | 14 | 4 | 18 | 14 | 4 | 2
Ecoli WT expand | 2 | -8 | 8 | -3 | 2 | 12 | 11 | 0
sEH inhibitor | -4 | 11 | 8 | . | -8 | 8 | -7 | -12
TNFa cytotox | -11 | -36 | -12 | -42 | -17 | 3 | -12 | -9
cytoskel mod | 2 | 9 | 5 | 23 | 52 | -36 | -46 | -2
PLK1 kinase inh | -10 | -10 | -11 | -6 | -2 | -4 | -20 | -2
IL1B cytotox | -17 | -8 | . | -10 | -14 | -43 | -27 | 11
Plk1 PBD FP | -26 | -9 | 7 | -9 | -29 | -5 | 3 | -19
hDAT+cocaine | 0.02 | 0.97 | -0.41 | 0.2 | -0.46 | -0.5 | -0.54 | -1.1

(17) Cc1nc2ccccc2n1C(=O)N1CCOCC1
(18) Cc1ccc2cc(C)c3nnc(SCC(=O)Nc4nc5c(s4)CCCC5)n3c2c1
(19) O=C(CSc1nnnn1-c1cccc2ccccc12)Nc1ccc(N2CCOCC2)c(Cl)c1
(20) COC(=O)CN(C#N)c1nc(SC)nc(N(C)C)n1
(21) COc1ccc2c(c1)C(NC(C)=O)C(=O)N2C (stereo unspecified)
(22) CC(=O)Nc1ccc(N(C(=O)c2cnccn2)C(C(=O)NC2CCCCC2)c2ccc(O)cc2)cc1 (stereo unspecified)
(23) COc1ccccc1Nc1nc(N)nc(CSc2nnc(C)s2)n1
(24) COc1cccc(OC)c1C(=O)Nc1ccc(CN2CCCCC2)cc1

entry no. | 17 | 18 | 19 | 20 | 21 | 22 | 23 | 24
VCAM1 TNFa inh | -20 | 18 | 29 | 13 | -7 | 1 | 22 | 8
Ecoli WT expand | . | 0 | -9 | 3 | 2 | 3 | 1 | 7
sEH inhibitor | 5 | 9 | 73 | -6 | -9 | 11 | -1 | -2
TNFa cytotox | . | 53 | -3 | -7 | 2 | 7 | -19 | -8
cytoskel mod | 0 | 10 | 1 | 5 | -16 | -13 | -8 | 3
PLK1 kinase inh | -15 | -3 | -4 | -10 | -12 | -20 | -11 | -7
IL1B cytotox | 11 | -17 | 8 | . | 6 | -37 | -29 | -45
Plk1 PBD FP | 7 | -4 | 13 | 3 | 12 | -2 | 0 | -15
hDAT+cocaine | 0.71 | 0.24 | 0.24 | 0.36 | -1 | 0.36 | 1.6 | -0.54

Arranged by the number under cytoskel mod (rising): three from the list above.
cpd	smiles	VCAM1 TNFa inh	sEH inhibitor	cytoskel mod	PLK1 kinase inh	Plk1 PBD FP	hDAT+cocaine
21	COc1ccc2c(c1)C(NC(C)=O)C(=O)N2C (stereo unspecified)	-7	-9	-16	-12	12	-1
20	COC(=O)CN(C#N)c1nc(SC)nc(N(C)C)n1	13	-6	5	-10	3	0.36
18	Cc1ccc2cc(C)c3nnc(SCC(=O)Nc4nc5c(s4)CCCC5)n3c2c1	18	9	10	-3	-4	0.24

The results go on.
(25) COCCCNC(=O)Cn1nc(-c2ccccc2OC)ccc1=O
(26) O=C(c1ccco1)N1CCN(C/C=C/c2ccccc2)CC1
(27) O=C(c1nn2c(C(F)(F)F)cc(-c3ccco3)nc2c1Br)N1CCCc2ccccc21
(28) COC(=O)c1cccc(S(=O)(=O)N2CCC(C)CC2)c1
(29) CCSc1ncc(Cl)c(C(=O)N(Cc2ccc(N(C)C)cc2)C2CCS(=O)(=O)C2)n1 (stereo unspecified)
(30) CCSc1nc2ccccc2n1CC(=O)OC
(31) COc1ccc(CC(=O)O/N=C(\N)Cc2ccc(OC)cc2)cc1
(32) Cc1cc2c(cc1C)N(C(=O)CSc1nncn1C)C(C)(C)c1ssc(=S)c1-2

entry no. | 25 | 26 | 27 | 28 | 29 | 30 | 31 | 32
VCAM1 TNFa inh | 2 | -3 | -8 | -2 | -6 | 21 | 21 | 31
Ecoli WT expand | 4 | 4 | 3 | -2 | -2 | 9 | -3 | .
sEH inhibitor | 5 | . | -17 | 0 | -11 | 4 | -6 | 4
TNFa cytotox | 7 | -4 | -19 | -14 | -20 | 11 | -2 | 4
cytoskel mod | -26 | -14 | . | -1 | 5 | 3 | -7 | 2
PLK1 kinase inh | -11 | -7 | -8 | -18 | -2 | -6 | -15 | -6
IL1B cytotox | -7 | -10 | -34 | 18 | 4 | -44 | -13 | 8
Plk1 PBD FP | 9 | 7 | 33 | -7 | 15 | -4 | -16 | -30
hDAT+cocaine | . | -0.022 | 0.66 | 0.88 | 0.43 | -0.48 | 0.0049 | -1.2

(33) CCOc1ccccc1-n1nnnc1SCC(=O)Nc1cc(C)on1
(34) CCOc1ccc2nc(NC(=O)C3CCCN(S(=O)(=O)c4cccc5nonc45)C3)sc2c1 (stereo unspecified)
(35) O=C(NCCSCc1ccco1)c1ccc(CN2CCOCC2)cc1
(36) CC(C)(C)n1nnnc1C(c1cccs1)N(Cc1cccnc1)Cc1ccco1 (stereo unspecified)
(37) CCN(CC)C(=O)CSc1nnc(-c2ccc(S(=O)(=O)NCc3ccccc3Cl)cc2)o1
(38) CCOc1ccc(C2C(C#N)=C(N)Oc3cc(C)n(Cc4ccco4)c(=O)c32)cc1OC (stereo unspecified)
(39) COc1cccc(-c2nnc(SCC(=O)NCc3ccc4c(c3)OCO4)n2Cc2ccco2)c1
(40) CCOC(=O)Cc1cnc(NC(=O)Cn2nnc(-c3ccc(OCC)cc3)n2)s1

entry no. | 33 | 34 | 35 | 36 | 37 | 38 | 39 | 40
VCAM1 TNFa inh | 6 | 4 | 11 | -3 | 8 | 1 | 11 | 12
Ecoli WT expand | -1 | 0 | 3 | -1 | -4 | 1 | -16 | -7
sEH inhibitor | . | -10 | 10 | -1 | -3 | -12 | 10 | -3
TNFa cytotox | 0 | -6 | -13 | -17 | -19 | -10 | -38 | -45
cytoskel mod | -17 | . | -1 | 25 | 0 | -18 | 10 | -3
PLK1 kinase inh | -6 | -15 | -33 | -6 | -4 | -10 | -5 | -6
IL1B cytotox | -11 | -11 | -30 | -18 | 24 | -52 | 2 | -12
Plk1 PBD FP | -20 | 16 | -16 | -7 | -9 | -23 | 12 | -3
hDAT+cocaine | 1.8 | -0.11 | -0.73 | 0.42 | . | 0.49 | 1.3 | 0.73

Results in TNFa cytotox, IL1B cytotox and sEH inhibitor, for some of the entries so far:
| # | molecule | TNFa cytotox | IL1B cytotox | sEH inhibitor |
| --- | --- | --- | --- | --- |
| 39 | COc1cccc(-c2nnc(SCC(=O)NCc3ccc4c(c3)OCO4)n2Cc2ccco2)c1 | -38 | 2 | 10 |
| 33 | CCOc1ccccc1-n1nnnc1SCC(=O)Nc1cc(C)on1 | 0 | -11 | . |

Next section.
(41) COc1ccc(S(=O)(=O)NCC(=O)N(CC(=O)NCC2CCCO2)c2c(C)cccc2C)cc1 (stereo unspecified)
(42) Cc1ccccc1CS(=O)(=O)Cc1ccc(C(=O)NCc2cccnc2)o1
(43) C/C(=N\Nc1nc(N)cc(Cl)n1)c1cccc([N+](=O)[O-])c1
(44) CCCN1C2=NCCN2c2ccccc21
(45) CCOC(=O)C1CCN(C(=O)Cn2cc(C#N)c3ccccc32)CC1
(46) Cc1c(NC(=O)CSc2nnc3sc4ccccc4n23)c(=O)n(-c2ccccc2)n1C
(47) O=[N+]([O-])c1ccccc1/C=N/N1CCN(c2ccccn2)CC1
(48) CC(C)(C)OC(=O)N1CCC(c2c(C(=O)O)cnn2-c2ccc(Cl)cc2)CC1

entry no. | 41 | 42 | 43 | 44 | 45 | 46 | 47 | 48
VCAM1 TNFa inh | 1 | 7 | 2 | -7 | 1 | -4 | -3 | -5
Ecoli WT expand | -1 | 2 | 1 | 10 | 0 | 2 | -6 | 15
sEH inhibitor | 10 | -9 | 0 | 14 | -15 | 4 | -3 | 4
TNFa cytotox | -24 | -39 | 3 | -27 | -14 | 0 | 8 | 0
cytoskel mod | 0 | 27 | -9 | 16 | 6 | 4 | 5 | 30
PLK1 kinase inh | -6 | 0 | -6 | -7 | -5 | -6 | -4 | -4
IL1B cytotox | 4 | 24 | -75 | -18 | -16 | -53 | 4 | -25
Plk1 PBD FP | -5 | 17 | 9 | 1 | -12 | -15 | 5 | 7
hDAT+cocaine | -0.23 | -1.1 | 0.4 | -0.38 | -0.35 | -0.48 | -1.4 | -0.026

(49) CCOC(=O)CNS(=O)(=O)c1ccc(S(=O)(=O)N2CCCC2)cc1
(50) CCOC(=O)C1CCN(C(=O)CSc2nnc(-c3ccco3)n2-c2ccccc2)CC1
(51) CCn1c(=O)n(-c2ccc(Cl)cc2)c(=O)c2c3c(sc21)COC(C)(C)C3
(52) O=C(Oc1cccc2c(OC(=O)N3CCCC3)cccc12)N1CCCC1
(53) COc1ccc(OC)c(C2NC(=O)NC(C)=C2C(=O)Nc2ccc(C)cc2C)c1 (stereo unspecified)
(54) O=C(O)C1CC=CCC1C(=O)Nc1cccc(C(=O)N2CCCCC2)c1 (stereo unspecified)
(55) CC1Cc2ccccc2N1C(=O)CSc1nc2c(c(=O)n(C)c(=O)n2C)n1Cc1ccc(F)cc1 (stereo unspecified)

entry no. | 49 | 50 | 51 | 52 | 53 | 54 | 55
VCAM1 TNFa inh | 21 | 4 | -9 | -14 | 15 | 16 | -27
Ecoli WT expand | 8 | 0 | 8 | . | -12 | -4 | .
sEH inhibitor | -14 | . | 4 | 9 | . | -5 | -1
TNFa cytotox | 2 | -37 | 13 | -20 | -38 | -14 | .
cytoskel mod | 5 | -13 | 4 | -4 | -21 | 2 | 0
PLK1 kinase inh | -11 | -9 | -6 | -7 | -4 | -11 | -13
IL1B cytotox | -23 | -11 | 18 | 2 | -2 | -50 | 8
Plk1 PBD FP | -12 | 4 | -16 | 1 | -2 | 16 | 9
hDAT+cocaine | -0.49 | 0.72 | 0.013 | -0.11 | -0.18 | 0.038 | -6.9*

Source: PubChem (several laboratories)
